# High-throughput results as filed in PubChem BioAssay.
# DYRK1A inh = blocks rat Dyrk1A kinase activity. 310,000 compounds, 0.43% hits. inhibition, % at 12.5 µM. Q63470. ADP-Glo luminescence, NFATc1 peptide; in the data active means inhibition above about 50%;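 further: plate controls were vehicle with enzyme for no effect and no enzyme for full effect; many of its hits are not listed in these tables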
# TRPC4 PAM = TRPC4 (mouse) allosteric potentiation. Q9QUQ5. HEK293 TRPC4beta/mu-opioid, DAMGO EC20, Fluo-4 Ca2+ flux; active compounds read high. B-score at 10 µM. 310,000 compounds, 0.42% hits;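 active means B-score of calcium response area above 5 SD of library B-scores, with initial fluorescence ratio within 5 SD of library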;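 further: B-score of integrated fluorescence ratio over time as area under calcium response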
# KCNQ1 inh = inhibitors of human KCNQ1 potassium channel; B-score at 10 µM; CHO-K1 KCNQ1, FluxOR thallium flux fluorescence; active compounds read high; 310,000 compounds, 1.3% hits; P51787;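 active means compounds whose thallium flux B-score, printed positive for inhibition, exceeds three library SD while starting fluorescence stays within three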;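 further: channel opened by potassium depolarization with thallium stimulus after 20 min compound exposure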
# Target sequence (P51787 whole entry, looked up): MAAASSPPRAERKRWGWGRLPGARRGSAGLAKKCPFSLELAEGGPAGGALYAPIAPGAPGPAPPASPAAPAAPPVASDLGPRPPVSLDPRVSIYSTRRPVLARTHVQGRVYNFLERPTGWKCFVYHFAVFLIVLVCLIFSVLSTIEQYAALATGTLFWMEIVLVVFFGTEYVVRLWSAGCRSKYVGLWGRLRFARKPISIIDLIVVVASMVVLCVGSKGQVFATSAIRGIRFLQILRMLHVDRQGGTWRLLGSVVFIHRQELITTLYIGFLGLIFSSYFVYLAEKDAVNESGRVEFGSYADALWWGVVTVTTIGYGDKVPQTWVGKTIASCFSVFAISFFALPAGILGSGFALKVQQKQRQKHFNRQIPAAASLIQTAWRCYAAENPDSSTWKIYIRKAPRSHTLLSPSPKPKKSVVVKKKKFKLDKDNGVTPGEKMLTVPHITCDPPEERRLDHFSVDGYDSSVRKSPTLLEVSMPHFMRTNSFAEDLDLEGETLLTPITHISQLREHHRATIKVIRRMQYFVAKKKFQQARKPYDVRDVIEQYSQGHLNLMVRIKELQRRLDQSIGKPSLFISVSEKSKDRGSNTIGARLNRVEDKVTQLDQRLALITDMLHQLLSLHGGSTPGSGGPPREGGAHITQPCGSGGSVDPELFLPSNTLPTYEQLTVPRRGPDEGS
# KCNK9 inh = human KCNK9 channel inhibition | Q9NPC2 | HEK293 KCNK9, FluxOR thallium flux fluorescence; active compounds read low | B-score at 10 µM | 310,000 compounds, 1.2% hits | AID 488922;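 active means ratio B-score over 3 SD below the library mean, with starting fluorescence within 5 SD of its mean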;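 further: negative B-score means less thallium flux so channel inhibition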
# Target sequence (Q9NPC2 whole entry, looked up): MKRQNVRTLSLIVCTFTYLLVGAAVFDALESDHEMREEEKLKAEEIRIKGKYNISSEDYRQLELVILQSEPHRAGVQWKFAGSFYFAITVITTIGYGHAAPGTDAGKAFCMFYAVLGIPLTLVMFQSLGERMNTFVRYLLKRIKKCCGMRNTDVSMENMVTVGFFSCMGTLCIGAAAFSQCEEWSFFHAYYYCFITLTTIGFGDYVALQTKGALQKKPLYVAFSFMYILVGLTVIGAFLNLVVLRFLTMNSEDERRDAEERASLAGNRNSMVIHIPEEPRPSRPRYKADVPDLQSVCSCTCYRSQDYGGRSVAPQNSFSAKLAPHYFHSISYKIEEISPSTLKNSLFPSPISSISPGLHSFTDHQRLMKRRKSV
# KCNK3 inh = human KCNK3 channel inhibition, primary screen; CHO-KCNK3 thallium flux, FluxOR fluorescence; active compounds read low; B-score at 10 µM; 340,000 compounds, 0.84% hits; AID 602410;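 active means B-score under library mean minus 4 SD, starting fluorescence ratio at most library mean plus 5 SD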;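 further: more negative B-score means stronger inhibition of thallium flux through KCNK3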
# Platelet DG rel = platelet dense granule release activity. 300,000 compounds, 0.22% hits. inhibition, %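 (compounds screened at 7.5 µM in platelet-rich plasma)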. human platelet-rich plasma, SFLLRN dense granule ATP release, luminescence;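 active means mean replicate score, as percent of positive control, at or above 50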
# hERG rescue = hERG (human) protection from proarrhythmic block. CHO-hERG, FluxOR thallium flux, dofetilide IC70 present. activation (rescue from dofetilide block), less the hit threshold, % at 10 µM. 310,000 compounds, 0.51% hits;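 active means activation above the mean of controls blocked by dofetilide plus 5 SD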;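 further: thallium influx through hERG after potassium depolarization seen as dye fluorescence rise; in these data hits start at about 4.7%; inactives centre near -7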
# TRPC4 inh = inhibitors of mouse TRPC4 channel; Q9QUQ5; HEK293 TRPC4beta/mu-opioid, DAMGO-evoked Fluo4 calcium flux; active compounds read low; B-score at 10 µM; 300,000 compounds, 0.39% hits; AID 2247;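 active means B-score over 3 SD under the library average, no early fluorescence shift, positive overall ratio signal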
#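 Material: HEK293 cells with stable TRPC4beta plus mu-opioid receptor expression; probe or stimulus: DAMGO in two steps, submaximal then maximal; technique: Fluo4 calcium fluorescence by kinetic imaging, 5 s 1 Hz baseline; measure: integrated fluorescence ratio relative to baseline, converted to per-well B score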
# TRPC4 act = TRPC4 (mouse) channel activation. HEK293 TRPC4beta/mu-opioid, Fluo4 calcium fluorescence; active compounds read high. Q9QUQ5. B-score at 10 µM. 310,000 compounds, 0.49% hits;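 active means B-score above 5 SD of library B-scores, and initial fluorescence ratio not above library mean plus 5 SD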;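 further: positive B-score marks a calcium rise read as TRPC4 activation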
#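 Test system: HEK293 cells stably co-expressing mouse TRPC4beta and mu-opioid receptor | Schedule: Fluo4 dye loading 45 min at room temperature, 110 s recording | Measured by: Kinetic Fluo4 calcium fluorescence, 5 s baseline at 1 Hz | Evaluation: B score of integrated ratio | Controls: Buffer (low) and maximal DAMGO (high)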
# KCNQ1 act = potentiators or activators of human KCNQ1 potassium channel; CHO-K1 KCNQ1, thallium flux FluxOR fluorescence; active compounds read high; 310,000 compounds, 0.35% hits; AID 2648; P51787; B-score at 10 µM;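 active means fluorescence ratio B-score, a plate-corrected score, at least three library SD, with initial intensity B-score within 5 SD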
#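 Schedule – 37 °C overnight plating, 90-min dark dye load, 20-min compound pretreatment · System – stable KCNQ1 CHO-K1 line · Probe or stimulus – thallium- and potassium-containing depolarizing buffer · Measured by – kinetic FluxOR fluorescence, 10 s baseline plus 110 s post-stimulus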
# PolyA inhibitor = inhibitors of polyadenylation in S. cerevisiae; S. cerevisiae SKY197-pL101 polyadenylation reporter, beta-gal luminescence; efflux-impaired pdr1/pdr3 knockout yeast; score 100 = 6 SD above DMSO; calls only at 12 µM; 300,000 compounds, 0.02% hits;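 active means lowest replicate activity score at least 50, where 100 means six control SD above control mean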;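 further: yeast exposed to compound for 9 h at 30 °C; higher score means more reporter readthrough which indicates perturbed polyadenylation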
# * hit, by the source's call; i = inactive; . = not tested or not shown.
# Preview:
# Results follow in this order: DYRK1A inh | TRPC4 PAM | KCNQ1 inh | KCNK9 inh | KCNK3 inh | Platelet DG rel | hERG rescue | TRPC4 inh | TRPC4 act | KCNQ1 act | PolyA inhibitor
COCCn1c(SCC(=O)Nc2ccccc2)nnc1-c1ccoc1C
  7 | i | i | i | i | 2 | -8 | i | i | i | i
CC(=O)Nc1ccc(S(=O)(=O)N2CCN(c3ncccn3)CC2)cc1
  1 | i | i | i | i | 8 | -1 | i | i | i | i

# This part in full, repeating the preview:
# Results follow in this order: DYRK1A inh | TRPC4 PAM | KCNQ1 inh | KCNK9 inh | KCNK3 inh | Platelet DG rel | hERG rescue | TRPC4 inh | TRPC4 act | KCNQ1 act | PolyA inhibitor
COCCn1c(SCC(=O)Nc2ccccc2)nnc1-c1ccoc1C
  7 | i | i | i | i | 2 | -8 | i | i | i | i
CC(=O)Nc1ccc(S(=O)(=O)N2CCN(c3ncccn3)CC2)cc1
  1 | i | i | i | i | 8 | -1 | i | i | i | i
O=C(O)c1ccc(Cl)cc1NC(=O)C1CCCO1 (configuration not stated)
  12 | i | i | i | i | -4 | -5 | i | i | i | i
Cc1onc(-c2c(F)cccc2Cl)c1C(=O)ONC(=O)c1ccccc1
  . | i | i | i | i | -1 | -7 | i | i | i | i
CCCCn1c(SCC(=O)N2CCC(C)CC2)nc2ccsc2c1=O
  -2 | i | i | i | i | -7 | -16 | i | i | i | i
CS(=O)(=O)N1N=C(c2ccco2)CC1c1ccccc1 (configuration not stated)
  4 | i | i | i | i | 25 | 0 | i | i | i | i
O=C(O)C1C2C=CC3(CN(Cc4ccncc4)C(=O)C13)O2 (configuration not stated)
  -13 | i | i | i | i | 6 | -3 | i | i | i | i
COc1ccc(-c2nc(-c3ccccc3)no2)c(OC)c1
  -1 | i | i | i | i | 36 | -11 | i | i | i | i
Cc1nc(/C(N)=N/OC(=O)c2c(-c3ccccc3Cl)noc2C)cs1
  -12 | i | i | i | i | -5 | -6 | i | i | i | i
COc1ccc(-c2cc(C(F)(F)F)nc(SCCC(=O)NCc3ccco3)n2)cc1
  . | i | i | i | . | 1 | -5 | i | i | i | i
CCN(CC(=O)Nc1ccc(OC)cc1)C(=O)c1oc2c(Cl)cccc2c1C
  -3 | i | i | i | i | 4 | -5 | i | i | i | i
COc1ccc(OC)c2[nH]c(=O)c(CCNC(=O)COc3ccccc3)cc12
  7 | i | i | i | i | 15 | -8 | i | i | i | i
COc1ccccc1NC(=O)C/C(C)=N/NC(=O)COc1c(Br)cc(Br)cc1OC
  2 | i | i | i | i | -6 | -13 | i | i | i | i
Cc1ccc(-c2cc(C(=O)N/N=C/c3cccnc3)c3ccccc3n2)cc1C
  . | i | i | i | -9.7* | 36 | -17 | i | i | i | i
COc1cc(C(=O)NCCNc2nc3c(C)c(C)ccc3cc2C#N)cc(OC)c1OC
  0 | i | i | i | i | 0 | -9 | i | i | i | i
Cn1c(=O)c2c(nc(N3CCCCCC3)n2Cc2cccc3ccccc23)n(C)c1=O
  5 | 13* | i | i | i | -6 | -8 | i | i | i | i
O=C(O)CSCC(=O)NCc1c(Cl)cccc1Oc1ccccc1
  -4 | i | i | i | i | 5 | -11 | i | i | i | i
COc1ccccc1N1CCN(C(=O)c2ccc(S(=O)(=O)N3CCCC3)cc2)CC1
  -3 | i | i | i | i | 10 | -2 | i | i | i | i
Cc1cc(C)cc(-n2nnnc2SCC(=O)N2CCOCC2)c1
  -9 | i | i | i | i | 2 | -3 | i | i | i | i
COc1cc(/C=N/NS(=O)(=O)c2ccc(C)cc2)ccc1OCc1cccc(C(=O)O)c1
  2 | i | i | i | i | -5 | -3 | i | i | i | i
COc1ccc(C(=O)Nc2ccnn2C2CCN(C(=O)c3cc(C)on3)CC2)cc1
  13 | i | i | i | i | 3 | -9 | i | i | i | i
COc1ccc(/C=N\NC(=O)COc2ccc(Cl)cc2Cl)c(C(=O)O)c1OC
  -2 | i | i | i | i | -4 | -11 | i | i | i | i
COc1ccc(S(=O)(=O)N2CCN(S(=O)(=O)c3ccc4c(c3)OCCO4)CC2)cc1
  -6 | i | i | i | i | 12 | -4 | i | i | i | i
Cn1cccc1P(=O)(c1cccn1C)c1cccn1C
  4 | i | i | i | i | 1 | -1 | i | i | i | i
[O-]/[N+](=C\c1ccncc1)c1ccccc1
  5 | i | i | i | i | -5 | -10 | i | i | i | i
COc1ccc(N2CCN(S(=O)(=O)c3ccc4c(c3)NC(=O)CC(=O)N4)CC2)cc1
  0 | i | i | i | i | -8 | -12 | i | i | i | i
COc1ccc(Cn2c(SC)nc3ccccc32)cc1[N+](=O)[O-]
  4 | i | i | i | i | 7 | -8 | i | i | i | i
O=C(NNC(=O)c1cc2cc(Br)ccc2oc1=O)c1ccc(O)cc1O
  3 | i | i | i | i | -1 | -10 | i | i | i | i
CC(Oc1ccccc1[N+](=O)[O-])C(=O)N/N=C/c1ccoc1 (configuration not stated)
  1 | i | i | i | i | -2 | -12 | i | i | i | i
Cc1cc(C)n(-c2nc(NC(C)(C)C)nc(NC(C)(C)C)n2)n1
  . | i | i | i | i | 4 | -7 | i | i | i | i
COc1ccccc1-c1cc(C(F)(F)F)nc(S(=O)(=O)CCCC(=O)Nc2cc(C)on2)n1
  3 | i | i | i | i | . | -3 | i | i | i | i
O=C(NCCC1CCCCN1S(=O)(=O)c1ccccc1)C(=O)NCc1ccc(F)cc1 (configuration not stated)
  -2 | i | i | i | i | 6 | -8 | i | i | i | i
COc1ccc2c(c1)sc1nc(=O)ccn12
  20 | i | i | i | i | -2 | -11 | i | i | i | i
Cc1nn(-c2ccccc2)c(Cl)c1/C=N/NC(=O)c1cccc(S(=O)(=O)N2CCCC2)c1
  -6 | i | i | i | i | -9 | 0 | i | i | i | i
COc1ccc(Br)cc1CNC(=O)C1CCN(c2nnc(N3CCCC3=O)s2)CC1
  -4 | i | i | i | i | -4 | -7 | i | i | i | i
O=c1oc2ccccc2cc1-c1nnc(-c2cccc(Br)c2)o1
  . | i | i | i | i | 7 | -19 | i | i | i | i
CCOC(=O)CSc1nc(C)c2ccccc2n1
  9 | i | i | i | i | -50 | -5 | i | i | i | i
CCOc1cc(/C=C(\C#N)C(N)=O)ccc1OCc1c(C)no[n+]1[O-]
  3 | i | i | i | i | 7 | -11 | i | i | i | i
COC(=O)c1ccc(CS(=O)(=O)c2ccccc2C)o1
  7 | i | i | i | i | -2 | -7 | i | i | i | i
CC(C)c1ccc(/C=C/C(=O)CCC(=O)O)cc1
  5 | i | i | i | i | -11 | -10 | i | i | i | i
CCOC(=O)CNC(=O)C(NC(=O)C1CCC(C)CC1)C(C)CC (configuration not stated)
  -7 | i | i | i | i | -1 | -5 | i | i | i | i
CCC(C)(C)NC(=O)C1CCCN1C(=O)NC1CCCCC1 (configuration not stated)
  2 | i | i | i | i | -2 | -15 | i | i | i | i
CCn1nnnc1SCC(=O)Nc1cccc(C)n1
  -5 | i | i | i | i | 0 | -12 | i | i | i | i
C=CCN(C(=O)COc1ccccc1)c1nnc(-c2ccncc2)s1
  -7 | i | i | i | i | -1 | -5 | i | i | i | i
CC(C)CN(CCCNC(=O)CN1C(=O)CSc2ccc(S(=O)(=O)N3CCOCC3)cc21)CC(C)C
  -30 | i | i | i | i | 11 | -9 | i | i | i | i
COc1cccc(C2C3CN(C)CC=C3C(C#N)=C(N)C2(C#N)C#N)c1OC (configuration not stated)
  5 | i | i | i | i | 10 | -18 | i | i | i | i
CC1CCCCN1C(=O)c1c(Cl)cnn1C (configuration not stated)
  1 | i | i | i | i | . | -10 | i | i | i | .
O=C(O)c1ccccc1NC(=O)C1CCCO1 (configuration not stated)
  . | i | i | i | i | -11 | -8 | i | i | i | i
CCOC(=O)C(=CNc1cc(C)ccc1[N+](=O)[O-])C(=O)OCC
  4 | i | i | i | i | 7 | -5 | i | i | i | i
COc1ccccc1NC(=O)c1cc(Cl)ccc1NC(=O)c1ccco1
  9 | i | i | i | i | 2 | -9 | i | i | i | i

# Other records:
# Results follow in this order: DYRK1A inh | TRPC4 PAM | KCNQ1 inh | KCNK9 inh | KCNK3 inh | Platelet DG rel | hERG rescue | TRPC4 inh | TRPC4 act | KCNQ1 act | PolyA inhibitor
O=C1Cc2cc(NS(=O)(=O)c3cc(F)ccc3F)cc3c2N1CCC3
  -4 | i | i | i | i | . | -7 | i | i | i | i
Cc1cccc(CCNC(=O)CCNC(=O)Cn2ccc3ccccc3c2=O)c1
  0 | i | i | i | i | 13 | -7 | i | i | i | i
CCNC(=S)N1CCC(NC(=O)c2ccco2)CC1
  -7 | i | i | i | i | -2 | 4 | i | i | i | i
C=C(C)C(=O)Nc1cccc(C2=NOC3(C2)C[C@@H](C(N)=O)N(C(=O)c2cc([N+](=O)[O-])cc([N+](=O)[O-])c2)C3)c1 (some centres not stated)
  -2 | i | i | i | i | -8 | -12 | i | i | i | i
N=c1ccn(CC(=O)NC(N)=O)c2ccccc12
  -1 | i | i | i | i | -3 | -5 | i | i | i | i
Cc1cccc(Cn2cccc2/C=C2/C(=N)N3C=CSC3=NC2=O)c1
  5 | i | i | i | i | -8 | -9 | i | i | i | i
CCOC(=O)N1CCN(C(=O)CS(=O)(=O)c2cn(Cc3ccc(F)cc3)c3ccccc23)CC1
  -6 | i | i | i | i | -2 | -11 | i | i | i | i
COc1cccc(N2CC(O)=C(c3ccccc3)C2=N)c1
  15 | i | i | i | i | 8 | -11 | i | i | i | i
O=C(Nc1ccc(S(=O)(=O)Nc2nccs2)cc1)c1ccc(S(=O)(=O)N2CCOCC2)cc1
  3 | i | i | i | i | 0 | -5 | i | i | i | i
CSc1nncc(/C(C)=N/O)n1
  0 | i | i | i | i | -15 | -3 | i | i | i | i
COC(=O)c1ccc(NC(=O)Cn2nc(C)c3ccccc3c2=O)cc1
  -4 | i | i | i | i | 4 | -7 | i | i | i | i
CC1=C(C(=O)OCCOC(C)C)C(c2cc3c(cc2Br)OCO3)CC(=O)N1 (configuration not stated)
  3 | i | i | i | i | 2 | -17 | i | i | i | i
COC(=O)c1[nH]c2ccc(Cl)cc2c1NC(=O)C1CC1
  6 | i | i | i | i | -16 | -10 | i | i | i | i
C=CCn1c(CCc2ccc(OC(C)C)cc2)n[nH]c1=S
  7 | i | i | i | i | 1 | -5 | i | i | i | i
CCCCNC(=O)Nc1ccc(Br)cn1
  27 | i | i | i | i | 53* | -6 | i | i | i | i
COCCN1C(=O)N(c2ccccc2)C(=O)C1CC(=O)Nc1cc(OC)cc(OC)c1 (configuration not stated)
  8 | i | i | i | i | -5 | -5 | i | i | i | i

# The list is partial; count on the stated rates, not on these rows.
